NR2E3 ag-1: NR2E3 agonists in two-hybrid cells, primary screen, cell-based, luminescence, CHO-S, Gal4-NCOR/VP16-NR2E3. luciferase. inhibition of corepressor binding, % at 3.98 µM. 360,000 tested, 0.35% active. AID 602229, 2012;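 active = inhibition above the mean of all tested compounds plus 3 SD, cut at about 70% in these data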;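 note: 0% = DMSO with NR2E3 transfected cells and 100% = cells lacking NR2E3 construct; higher means lower luciferase signal from less NR2E3 corepressor binding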
Target sequence (Q9Y5X4 whole entry, looked up, the tested form may be a part): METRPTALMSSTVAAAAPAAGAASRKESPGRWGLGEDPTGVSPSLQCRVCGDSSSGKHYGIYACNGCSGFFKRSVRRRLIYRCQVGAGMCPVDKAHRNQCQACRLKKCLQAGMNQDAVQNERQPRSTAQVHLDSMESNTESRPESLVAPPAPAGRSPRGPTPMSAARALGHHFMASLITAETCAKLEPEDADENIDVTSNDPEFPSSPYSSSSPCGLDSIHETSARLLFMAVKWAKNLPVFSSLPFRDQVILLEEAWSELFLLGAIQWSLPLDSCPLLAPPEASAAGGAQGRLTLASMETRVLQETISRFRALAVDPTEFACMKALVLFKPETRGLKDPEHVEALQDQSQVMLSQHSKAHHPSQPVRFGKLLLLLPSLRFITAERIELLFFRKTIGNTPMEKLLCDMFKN
iPSC survival up: enhancers of single-cell hiPSC survival, primary screen, ATPlite luminescence | 100% = ROCK inhibitor wells, 0% = DMSO | survival enhancement, % at 20 µM | 360,000 tested, 0.044% active; in the data active = survival enhancement above about 18%;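 note: cells exposed to compounds for 16 hours before the ATP read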
HTR2A ag: mouse Htr2a agonists via beta-arrestin recruitment, primary screen, cell-based, luminescence; CHO-K1 mHTR2A beta-arrestin complementation; percent of 30 µM serotonin response; activation, % at 7.6 µM; 360,000 tested, 0.66% active; AID 624169, 2012; 5-hydroxytryptamine receptor 2A (Mus musculus), P35363;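 active = activation above a run cutoff, the mean activation of all tested compounds plus 3 SD, cut at about 14% in these data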;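 note: 0% = plate median of compound wells and 100% = 30 µM serotonin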
Target sequence (P35363 whole entry, looked up): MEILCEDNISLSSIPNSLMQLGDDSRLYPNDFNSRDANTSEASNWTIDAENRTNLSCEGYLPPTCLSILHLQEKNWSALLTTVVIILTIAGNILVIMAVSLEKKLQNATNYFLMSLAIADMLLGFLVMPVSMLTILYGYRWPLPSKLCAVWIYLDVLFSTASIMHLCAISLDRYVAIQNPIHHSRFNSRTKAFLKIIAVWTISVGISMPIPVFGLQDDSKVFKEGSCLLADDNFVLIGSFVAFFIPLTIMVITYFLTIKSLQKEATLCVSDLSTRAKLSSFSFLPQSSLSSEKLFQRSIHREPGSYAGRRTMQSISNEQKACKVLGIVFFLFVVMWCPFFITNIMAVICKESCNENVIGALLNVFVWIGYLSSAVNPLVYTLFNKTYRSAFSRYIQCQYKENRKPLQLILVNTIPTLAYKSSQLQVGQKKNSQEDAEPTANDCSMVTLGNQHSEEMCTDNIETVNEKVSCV
HIF-2a inh: HIF-2a reporter inhibitors, primary screen, luminescence, 786-0 RCC cells | 786-0 RCC cells HIF-2a reporter, luciferase luminescence, overnight | inhibition, % at 18.8 µM | 360,000 tested, 0.72% active | AID 624352, 2012;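 active = inhibition of the luminescence signal of 40% or more relative to plate controls, in a single-dose primary screen at 18.75 µM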
TRPM1 prom inh: inhibitors of MITF-dependent TRPM1 promoter reporter, primary screen, cell-based, SK-MEL-5, single point, luciferase; SK-MEL-5 TRPM1 promoter luciferase, 24 h; inhibition, % at 12.5 µM; 330,000 tested, 0.83% active;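 active = mean inhibition across replicates of 60% or more, whatever share of single replicates reaches that level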; note: values of inactives mirror those of a sister screen read the other way
PDI inh: inhibitors of human PDI, primary screen, biochemical, turbidity, single point, plate reader; inhibition, % at 10 µM; PDI insulin aggregation turbidity, A650, 90 min; Protein disulfide-isomerase (Homo sapiens), P07237; 350,000 tested, 0.052% active;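 active = mean inhibition across replicates of 30% or more, whatever share of single replicates reach that level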;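 note: absorbance from insulin aggregation driven by PDI reduction with DTT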
NR2E3 ag-2: inhibitors of NR2E3-RetCOR corepressor binding, primary screen, NR2E3 agonist project, biochemical, TR-FRET, GST-NR2E3, biotin-RetCOR; AID 2300, 2010; inhibition of corepressor binding, % at 4.78 µM; Photoreceptor-specific nuclear receptor (Homo sapiens), Q9Y5X4; 320,000 tested, 0.12% active; 1536-well;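 active = percent inhibition above the cutoff of mean plus 3 SD of all tested compounds, set per screening campaign, cut at about 20% in these data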;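 note: 0% = DMSO wells and 100% = biotin wells as full block of FRET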
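system = GST-tagged NR2E3 plus biotinylated RetCOR corepressor | input = 1.35 nM GST-NR2E3 | also added = 7 nM biotin-RetCOR | schedule = 5 h incubation at 4 °C | measured by = TR-FRET with europium anti-GST and streptavidin-D2, 340 nm excitation | read-out = percent loss of FRET ratio relative to control wells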
CaV13 FRET inh: Disruptors of the CACNA1D IQ motif to Ca2+-dependent inactivation inhibitor domain association, primary screening, Förster resonance energy transfer in intact living …. 340,000 tested, 0.098% active. HEK cells, CFP/YFP FRET ICDI-IQ, plate reader, 10 min; percent FRET-ratio fall versus neutral wells. inhibition, % at 12.3 µM. AID 743397;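 active = mean replicate inhibition of at least 30% and at least 1% of replicates passing that level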;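 note: 0% = median of the neutral control wells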
Shn3 inh set2: reduction of Shn3 3'UTR firefly luciferase signal, primary screen, Schnurri-3 inhibitor project, cell-based, Clone20 osteoblasts, set 2; inhibition, % at 12.5 µM; AID 588674, 2011; 360,000 tested, 0.52% active; Clone20 osteoblast Shn3 3'UTR firefly luciferase, 24 h;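 active = mean inhibition of at least 75% with every replicate also reaching 75%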;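 note: 0% = median of neutral control wells and 100% = pilot-screen positive control compound; some compounds past the cut are filed as inactive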
Cardio protect: cardioprotection against H2O2-induced cell death, primary screen, uHTS, H9c2 cells, ATPLite luminescence; H9c2 cardiomyocytes, H2O2 injury protection, 2 h; protection from H2O2 cell death, % at 20 µM; 360,000 tested, 0.63% active;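 active = compounds giving at least 50% protection of heart cells from peroxide-induced death in the single-dose screen, raw or plate-pattern-corrected value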;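 note: 0% = DMSO wells with peroxide and 100% = DMSO wells without peroxide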
Peg3 promoter: Peg3 promoter-driven luciferase inhibitors, primary screen, cell-based, HeLa, luciferase luminescence | HeLa PEG-Prom luciferase reporter, overnight | inhibition, % at 20 µM | 360,000 tested, 1.7% active;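 active = inhibition of at least 50% at 20 µM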
Numbers without * were called inactive; . = no result given. Rows were taken by chance; about 3.9% have a hit in one of these screens.

Compound,NR2E3 ag-1,iPSC survival up,HTR2A ag,HIF-2a inh,TRPM1 prom inh,PDI inh,NR2E3 ag-2,CaV13 FRET inh,Shn3 inh set2,Cardio protect,Peg3 promoter
CCOc1ccc(NC(=O)CN(C)C(=O)c2ccccc2SCC(=O)N2CCCC2)cc1OCC,28,-0.5,-5,11,10,7,1,-4,1,10,-15
CCn1c(SCC(=O)Nc2ccccc2F)nnc1-c1ccoc1C,-12,0.0,-6,-6,-13,5,2,-3,1,-2,-10
COCCNC(=O)CN1CCC(NC(=O)c2ccco2)CC1,-6,0.3,4,5,-1,6,0,-7,-7,-2,2
CC1CCN(c2oc(-c3ccccc3F)nc2C#N)CC1,-50,-1.8,3,-211,-28,.,-2,-2,-35,-18,-183
COc1ccc(C(=O)OCC(=O)c2ccc[nH]2)c(OC)c1,-54,-1.1,-2,-182,-63,-2,.,-10,-62,-1,-197
O=C(CSc1nc2ccsc2c(=O)n1CC1CCC(C(=O)O)CC1)c1ccc(Cl)cc1 (stereo not given),-28,-0.3,-2,29,1,6,0,-2,4,-5,9
COc1ccc(C(=O)Oc2ccc[nH]c2=O)cc1,13,-0.2,-2,-3,-8,-2,2,-20,2,1,-14
CC(C)(C)OC(=O)NCCc1nnc(SCc2cccc(Cl)c2)o1,3,-0.8,-2,-7,5,6,-2,-3,12,7,5
OCC1CCCCN1C(=S)NCc1ccco1 (stereo not given),-28,-1.6,-3,10,-10,-10,1,-7,1,1,13
Cc1c(C(=O)N2CCC2(C)C(=O)O)oc2ccccc12 (stereo not given),-10,5.8,0,20,.,10,.,-9,-7,1,-2
COc1ccc(C(=O)COC(=O)C(CCSC)NC(=O)COc2ccccc2)cc1 (stereo not given),0,0.3,10,-10,-2,7,-2,-5,-2,0,-2
CCCCNC(=O)CN1C(=O)C(CC)Oc2ccc(Cl)cc21 (stereo not given),16,-1.4,-2,-34,-4,6,-1,-5,2,4,1
COc1ccc(Cl)cc1NC(=O)NCCCl,-9,-1.2,4,4,-5,-5,-3,.,-7,-1,4
COC(=O)c1c(NC(=O)c2ccc(Br)s2)sc2c1CCC2,6,2.0,2,-17,11,1,9,-12,-31,-7,-3
Cc1ccc(SCC(=O)c2cc(C)c(O)c(C)c2)cc1,-83,-0.3,-7,-150,-42,1,1,-3,-20,-10,-164
CCOc1ccccc1N(CC(=O)N1CCCCCC1)S(=O)(=O)c1ccc(C)cc1,15,0.1,2,13,4,-1,.,-2,6,3,12
O=C(Nc1ccc(Cl)cn1)c1ccc2ccccc2n1,-39,-3.1,-1,-91,-42,7,-1,-4,-123,-9,-254
COc1cc(/C=C/C(=O)OCC(=O)N2CCCc3ccccc32)ccc1O,-9,-0.5,1,10,4,4,.,-3,-30,8,1
Cc1ccc(C(=O)NCC(=O)NCCCc2ccccc2)cc1,-29,1.1,1,6,-13,5,-3,-2,-10,5,-5
CSCC[C@H](NC(=O)[C@@H]1Cc2ccccc2CN1)C(=O)Nc1ccc2c(c1)OCO2,-27,0.2,-4,-60,-1,8,0,-3,-7,-4,-69
CCc1cc(=O)oc2cc(OC(C)=O)cc(OC(C)=O)c12,-30,2.2,-2,4,-6,-1,5,-5,11,-7,35
O=C(CN1c2cccc3cccc(c23)S1(=O)=O)NCc1ccc2c(c1)OCO2,5,-2.0,-1,5,-13,3,-2,-8,15,-4,6
O=C1CC(N2CCN(c3ccccc3)CC2)C(=O)N1c1ccc2c(c1)OCCO2 (stereo not given),-37,-0.6,-3,5,1,-3,1,-4,-3,-3,-4
Cc1ccc2c(c1)N(C(C)C(=O)NCCc1ccccc1)C(=O)CO2 (stereo not given),-14,-2.5,2,-30,-9,0,1,-6,-21,2,-13
CCN(CC(=O)Nc1ccccc1OC)C(=O)c1ccc2[nH]c3c(c2c1)CC(C)CC3 (stereo not given),-4,-3.1,2,-15,2,10,3,-6,27,3,30
O=C(c1cccc(C(F)(F)F)c1)N1CCc2c([nH]c3ccccc23)C1C(F)(F)F (stereo not given),28,0.4,-3,24,5,9,-2,-4,1,6,19
Cc1cc(C)nc(N2CCCC(C(=O)NCc3cccs3)C2)n1 (stereo not given),-20,-2.3,-2,3,-3,3,0,-7,-1,0,4
Cc1ccc(S(=O)(=O)Nc2n[nH]nc2C(=O)NC2CCCCC2)cc1,-13,1.7,3,8,4,-12,-1,-4,-10,1,-1
O=c1c2ccccc2oc2ccc(NCCCn3ccnc3)cc12,-118,-3.4,-10,-108,-39,-3,-1,-12,22,-8,-133
CCOC(=O)c1c(S(=O)(=O)NCC(=O)Nc2ccccc2F)c(C)n(C)c1C,1,0.4,-3,12,-4,-9,-1,-15,7,1,5
CCN(CC)c1ccc(/C=N/NC(=O)c2ccoc2C)c(O)c1,-103,-0.6,-5,-242,16,-7,-3,-2,61,27,-56
Cc1ccc(S(=O)(=O)N2CCC(C(=O)Nc3ccc(C(C)C)cc3)CC2)cc1,20,-3.1,-4,14,9,-3,-2,-4,45,-12,36
Cc1ccc(-c2ccc(=O)[nH]n2)cc1,-23,-1.0,-3,-9,18,-1,2,-6,12,-3,9
Nc1ccc(O)c2c1C(=O)c1ccccc1C2=O,-21,0.1,-6,-29,11,.,-10,.,-8,-3,-76
O=C(CSc1nc(-c2ccccc2)cc(=O)[nH]1)Nc1ccccc1,-4,2.2,-2,6,6,10,-3,-4,13,0,2
CC1(C)CC(=O)C(C=NCC(N)=O)=C(O)C1,-7,1.2,-3,6,1,4,-1,-7,0,4,8
COc1ccc(/C(N)=N/OC(=O)CCc2ccccc2)cc1,-5,7.8,-2,-86,-15,7,0,-10,-19,-2,-32
CC(=O)c1ccc(NC(=S)N2CCN(c3ccccn3)CC2)cc1,-3,-0.2,3,7,8,-2,-2,-16,13,0,8
O=C(NC1CCCc2ccccc21)C12CC3CC(CC(O)(C3)C1)C2 (stereo not given),11,-0.6,3,16,12,10,1,-19,15,-4,4
COc1ccc(/C=N/NC(=O)CCc2ccccc2)cc1O,-11,2.2,8,18,8,0,1,.,-17,3,5
O=C(COC(=O)COc1ccc(Cl)cc1Br)NC1CCCCCC1,-2,0.0,0,10,-2,11,1,-2,-9,9,-13
COCCNC(=O)C1CCCN(Cc2ccccc2Cl)CC1 (stereo not given),-16,-0.5,4,0,.,-10,.,.,5,6,5
O=S(=O)(Cc1ccc(Cl)cc1)C1CCCCC1O (stereo not given),-8,0.1,-2,7,3,2,-4,-2,10,3,7
Cc1cccc(C)c1OCC(O)CN1CCN(C(=O)c2ccccc2)CC1 (stereo not given),17,-0.2,-7,6,.,-4,.,-6,-2,6,15
O=C(COC(=O)CC1CC2CCC1C2)Nc1c(F)cccc1F (stereo not given),10,-0.6,0,11,2,6,2,-4,10,4,4
CC(=O)Nc1ccc(S(=O)(=O)N(C)CC(=O)Nc2ccccc2N2CCCC2)cc1,-22,-0.4,-2,9,6,2,-1,-2,-6,-1,21
O=C1NC(=S)S/C1=C\c1coc2ccc(O)cc2c1=O,-34,-0.7,-3,-66,1,-3,-2,-15,12,-5,-52
COc1ccc(-c2nnc(COc3ccc(Br)cc3C)o2)cc1,-14,0.1,-3,-24,.,-11,1,-20,-6,-3,-9
CCC(CO)Oc1cc(NC(=O)c2cccc(F)c2)c2ncn(C(C)C)c2c1 (stereo not given),-9,1.2,2,-4,.,15,.,-11,12,6,17
CCN(CCCNC(=O)COc1cc(=O)n(CC)c2ccccc12)c1ccccc1,4,-1.9,-8,-11,-4,-1,-1,-6,18,8,9
CC(C)(C)NC(=O)CN1CCC(O)(c2ccccc2)CC1,12,-1.4,-4,-1,1,-10,-2,-8,34,1,8

Grouped by structure, those above containing a thiophene ring, fused or not
Compound,NR2E3 ag-1,iPSC survival up,HTR2A ag,HIF-2a inh,TRPM1 prom inh,PDI inh,NR2E3 ag-2,CaV13 FRET inh,Shn3 inh set2,Cardio protect,Peg3 promoter
O=C(CSc1nc2ccsc2c(=O)n1CC1CCC(C(=O)O)CC1)c1ccc(Cl)cc1 (stereo not given),-28,-0.3,-2,29,1,6,0,-2,4,-5,9
COC(=O)c1c(NC(=O)c2ccc(Br)s2)sc2c1CCC2,6,2.0,2,-17,11,1,9,-12,-31,-7,-3
Cc1cc(C)nc(N2CCCC(C(=O)NCc3cccs3)C2)n1 (stereo not given),-20,-2.3,-2,3,-3,3,0,-7,-1,0,4

Compound activity as filed in PubChem BioAssay.
